Source: PubChem BioAssay (National Center for Advancing Translational Sciences (NCATS))
RGS4 inhibitor: Inhibitors of Regulator of G Protein Signaling (RGS) 4: qHTS. Regulator of G-protein signaling 4 (Homo sapiens), P49798. AID 504845, 2011. Potency, µM (top dose mostly 114 µM), inactives show at the highest dose activity change, negative = inhibition, usual class: inhibitors. Transcreener GDP fluorescence polarization, RGS4-accelerated GTP hydrolysis. 390,000 tested, 0.039% active; further: potency means the concentration at half of the fitted maximal effect; on the % scale 0 is the no-effect control and ±100 the full control effect; nearly all actives have a fitted effect of over 75% in size; some results filed as inactive show a strong effect at the top dose
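MLSMR compounds (23 nl, pin-transferred) preincubated 10 min at room temperature with a 500nM (2x) first reagent, then RGS4 at 900nM (2x) plus Transcreener GDP mix added; fluorescence polarization (620/688 nm) read before and after 90 min at 30 °C.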
POLB inh: qHTS Assay for Inhibitors of DNA Polymerase Beta; Pol beta primer extension/strand displacement, fluorescence kinetic; 340,000 tested, 1.3% active; Potency, µM (top dose mostly 114 µM), without a hit: at the highest dose activity change, negative = inhibition, actives largely listed as inhibitors; P06746; AID 485314, 2010; further: potency means the concentration at half of the fitted maximal effect; on the % scale 0 is the no-effect control and ±100 the full control effect
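Homogeneous kinetic assay of primer extension and strand displacement by 10 nM Pol beta, preincubated 15 min at room temperature with compound before 50 nM substrate (final) was added. Read at 0 and 10 min; four-parameter Hill fit.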
POLK inh: qHTS for Inhibitors of Polymerase Kappa; purified Pol kappa, fluorescent DNA synthesis assay, 10 min; 400,000 tested, 0.53% active; AID 588579, 2011; DNA polymerase kappa (Homo sapiens), Q9UBT6; Potency, µM (titrated, usually from 107 µM), for inactives: at the highest dose activity, negative = inhibition, usual class: inhibitors; further: potency means the concentration at half of the fitted maximal effect; on the % scale 0 is the no-effect control and ±100 the full control effect
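10 nM Pol kappa was preincubated with compounds for 15 min at room temperature. Reaction started with 50 nM (final) substrate. Fluorescence read kinetically at 0 and 10 min.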
Anesthetic bind: qHTS Assay for Identification of Novel General Anesthetics; Ferritin light chain (Equus caballus), P02791; Potency, µM (doses to about 77.5 µM), for the others: at the highest dose activity change, negative = displacement, usual class: inhibitors; AID 485281, 2010; apoferritin/1-aminoanthracene competitive binding, fluorescence; 350,000 tested, 0.074% active; further: potency means the concentration at half of the fitted maximal effect; on the % scale 0 is the no-effect control and ±100 the full control effect; nearly all actives have a fitted effect of over 20% in size
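Concentration-response curves derived by four-parameter Hill fitting of normalized fluorescence, where compounds displaced 1-AMA from 10 uM horse apoferritin following a brief 10 min room-temperature incubation; propofol titration acted as positive control.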
ERG-DNA inh: qHTS for Small Molecule Inhibitors of the ERG Ets/DNA interaction; fluorescence polarization, His-ERG Ets domain / labelled DNA; AID 624246, 2012; 370,000 tested, 0.028% active; Potency, µM (doses to about 76.9 µM), without a hit: at the highest dose FP activity, negative = inhibition, hits mostly inhibitors; active means well fitted inhibition curve with a large enough effect in the polarisation, with a control signal flat; inconclusive means small, poorly fitted or top-dose-only effect, or effect the other way, or a change in a side signal; inactive means no such curve, though single readings can be large or run the other way; the % refers to the polarisation;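 further: polarization taken with two DNA probes labelled with fluorescein and Texas red; potency means the concentration at half of the fitted maximal effect; % of control where 0% means no effect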
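His-tagged ERG Ets domain (1 uM in the protein solution; 300mM KCl, 50mM Tris-HCl, 1mM EDTA, 1mM DTT, pH 7.5) received compound, then a probe mix of 5 nM fluorescein-DNA and 100nM Texas-615-DNA. Fluorescence polarization was read for both dyes.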
APE1 inh: qHTS Assay for Inhibitors of the Human Apurinic/apyrimidinic Endonuclease 1 (APE1) | DNA repair nuclease/redox regulator APEX1 (Homo sapiens), P27695 | recombinant APE1, TAMRA/BHQ-2 abasic DNA cleavage fluorescence | Potency, µM (highest dose often 65.8 µM), for inactives: at the highest dose activity change, negative = inhibition, hits mostly inhibitors | 350,000 tested, 0.35% active | AID 2517, 2012;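 further: potency means the concentration at half of the fitted maximal effect; plate controls were vehicle for no effect and reference inhibitor for full effect; nearly all actives have a fitted effect of over 55% in size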
Target sequence (P27695 whole entry, looked up): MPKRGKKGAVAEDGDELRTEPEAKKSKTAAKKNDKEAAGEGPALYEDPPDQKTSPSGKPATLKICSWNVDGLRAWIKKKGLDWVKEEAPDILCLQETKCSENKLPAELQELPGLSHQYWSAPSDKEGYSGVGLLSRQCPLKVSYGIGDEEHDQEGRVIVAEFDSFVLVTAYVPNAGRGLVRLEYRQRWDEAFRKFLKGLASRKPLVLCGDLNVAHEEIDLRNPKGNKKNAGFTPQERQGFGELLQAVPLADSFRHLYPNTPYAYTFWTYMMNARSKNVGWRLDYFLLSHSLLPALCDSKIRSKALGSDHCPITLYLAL
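Quantitative HTS: incision of a TAMRA/BHQ-2 double-stranded substrate bearing a tetrahydrofuran abasic site by 0.75 nM APE1 raises fluorescence. Substrate 50 nM final, added after 15 min compound preincubation at room temperature; progress as third-minus-first kinetic read difference.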
ALOX12 inh: Primary qHTS assay for inhibitors of human arachidonate 12S-lipoxygenase (ALOX12): Round 2. purified 12hLO, xylenol orange hydroperoxide absorbance. Potency, µM (titrated, usually from 108 µM), for inactives: at the top dose activity change, negative = inhibition, hits mostly inhibitors. 580,000 tested, 1.1% active. AID 1671190, 2021; further: potency means the concentration at half of the fitted maximal effect; on the % scale 0 is the no-effect control and ±100 the full control effect
Target sequence (P18054 whole entry, looked up): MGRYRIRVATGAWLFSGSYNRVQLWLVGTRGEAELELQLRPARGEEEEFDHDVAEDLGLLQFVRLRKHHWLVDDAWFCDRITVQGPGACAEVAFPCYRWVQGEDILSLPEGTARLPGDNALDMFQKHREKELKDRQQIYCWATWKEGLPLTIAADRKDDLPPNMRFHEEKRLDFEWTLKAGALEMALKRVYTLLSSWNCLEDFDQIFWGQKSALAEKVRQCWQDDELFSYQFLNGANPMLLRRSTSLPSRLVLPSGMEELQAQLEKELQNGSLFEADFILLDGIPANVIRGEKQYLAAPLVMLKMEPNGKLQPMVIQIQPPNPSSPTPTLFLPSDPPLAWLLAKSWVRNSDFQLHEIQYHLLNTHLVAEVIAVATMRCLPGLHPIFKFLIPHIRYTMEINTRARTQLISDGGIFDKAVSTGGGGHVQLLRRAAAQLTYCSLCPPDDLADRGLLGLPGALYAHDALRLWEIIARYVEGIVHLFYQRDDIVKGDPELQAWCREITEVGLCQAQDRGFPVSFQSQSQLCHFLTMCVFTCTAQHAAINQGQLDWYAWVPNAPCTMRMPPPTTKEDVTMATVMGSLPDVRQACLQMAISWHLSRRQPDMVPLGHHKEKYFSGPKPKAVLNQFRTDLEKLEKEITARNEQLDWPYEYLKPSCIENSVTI
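Purified human 12hLO at 150 nM in 25 mM Hepes, 0.01% Triton X-100, pH 7.0, preincubated 15 min at room temperature with compound. Reaction started with 40 uM arachidonic acid, 30 min at room temperature. Hydroperoxide measured by Fe-xylenol orange, 573/405 nm absorbance ratio.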
Pol eta inh: qHTS for Inhibitors of Polymerase Eta; DNA polymerase eta (Homo sapiens), Q9Y253; recombinant Pol eta, fluorescent DNA replication assay; Potency, µM (doses to about 114 µM), for the others: at the top dose activity change, negative = inhibition, actives largely listed as inhibitors; 390,000 tested, 1.2% active; AID 588591, 2011; further: potency means the concentration at half of the fitted maximal effect; on the % scale 0 is the no-effect control and ±100 the full control effect
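Pol eta (10 nM) was preincubated with compounds for 15 min at room temperature, after which fluorescent replication substrate (50 nM final) was added to start the reaction. Fluorescence was read kinetically at 0 and 10 min.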
LDHA block: qHTS assay for inhibitors of human lactate dehydrogenase. L-lactate dehydrogenase A chain (Homo sapiens), P00338. purified LDHA, NADH/diaphorase-resazurin fluorescence; hits give low values. activity change, % (values are at about 110 or 230 µM). 480,000 tested, 0.15% active. AID 1347041, 2019; in the data active means activity change below about -30%; inconclusive means mostly about -25% to -30%;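 further: plate controls were DMSO wells for no effect and wells without enzyme for full effect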
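Enzyme activity of human lactate dehydrogenase 5 (2 nM; 0.06 mM NADH, 0.2 mM pyruvate, 5 min, RT) is measured via a resazurin/diaphorase fluorescence readout of residual NADH.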
Numbers without * were called inactive; ? = inconclusive; . = not tested or not shown; [ ] = another dose, or the depositor's remark. Unless noted, the call rests on the fitted dose curve; in most records, active means well fitted curve in the direction sought with a large enough effect; inconclusive means small, poorly fitted or top-dose-only effect, or another doubt; inactive means no such curve, though single readings can be large; an effect the other way counts as inactive or inconclusive. Only part of the results is shown (hit frequency here may not be typical).

SMILES	RGS4 inhibitor	POLB inh	POLK inh	Anesthetic bind	ERG-DNA inh	APE1 inh	ALOX12 inh	Pol eta inh	LDHA block
O=S(=O)(Nc1ccc(N2CCOCC2)cc1)c1ccccc1	9%	-3%	-5%	-17%	-17%	-1%	-7%	17%	3
COc1ccc(Nc2c(-c3ccc(N4CCOCC4)cc3)nc3ncccn23)cc1OC	15%	20%	-7%	-16%	0%	.	4%	-6%	0
O=C(O)CCCCCNC(=O)c1cccc(Br)c1	10%	0%	-4%	-5%	-8%	1%	0%	1%	6
O=C1C=C(N2CCN(C(=O)c3ccccc3)CC2)C2(CCCCC2)O1	4%	4%	3%	-15%	-21%	0%	475%[activator]	8%	-2
Cc1ccc(S(=O)(=O)N(CC(=O)NC2CCCCCC2)c2ccccc2F)cc1	6%	0%	-15%	-4%	1%	-2%	9%	-6%	-2
CC(=O)N=c1c(C#N)cc2c(=O)n3ccccc3nc2n1Cc1ccccc1	12%	24%	1%	20%	?	0%	-19%	-11%	-4
O=C(NC1CCCc2ccccc21)c1ccccc1 (centres undefined)	-3%	13%	-10%	-23%	9%	-1%	23%	-10%	1
CCCCCC(=O)Oc1cccc(N2C(=O)C3CCCCC3C2=O)c1 (centres undefined)	-10%	29%	-16%	-13%	-4%	4%	4%	2%	-6
CN1CC(=O)N2C(c3cccc([N+](=O)[O-])c3)c3[nH]c4ccccc4c3C[C@H]2C1=O (some centres undefined)	12%	?	-2%	-4%	-8%	32%	-4%	-14%	-3
CCOP(=O)(c1ccc(N(C)C)cc1)C(O)c1cccnc1 (centres undefined)	16%	0%	-5%	4%	-2%	?	?	-8%	-9
CCN1CCN(c2ccc(S(=O)(=O)N3CCCCC3)cc2NC(=O)Cc2c(Cl)cccc2Cl)CC1	.	-8%	.	?	.	1%	0%	.	.
O=C(c1ccco1)n1nc(-c2ccccc2)nc1NCc1ccccc1Cl	-13%	-2%	0%	-12%	3%	.	13%	0%	-1
CCc1ccc(C(=O)C[n+]2cccc3cc(OC)ccc32)cc1	-10%	0%	4%	-11%	8%	33%	?	-20%	-1
COc1ccc(CC(=O)Nc2ccc(/C(C)=N/NC(=O)c3ccc(OC)cc3OC)cc2)cc1	-5%	10%	-4%	-15%	4%	23%	-7%	-13%	0
Cc1cccn2c(=O)c3cc(C(=O)NC4CCCC4)sc3nc12	16%	1%	-4%	5%	-4%	-1%	491%[activator]	5%	-7
CCOc1ccc(NC(=O)CSc2nccn(-c3ccc4c(c3)OCCO4)c2=O)cc1	-13%	.	4%	.	11%	13%	-10%	-9%	2
COc1ccc(N2CCN(c3cc(C)nc4ccc(OC)cc34)CC2)cc1	-2%	4%	1%	-14%	23%	-17%	?	-5%	-2
CN(C)C(=O)c1ccc(NC(=O)c2ccccc2-c2ccccc2)cc1	-7%	-1%	-12%	-2%	-9%	10%	7%	-9%	-4
O=C(c1cc(-c2cccc(O)c2)on1)N1CCc2ccccc2C1	-15%	1%	2%	-6%	3%	-3%	-25%	-9%	0
CCCNC(=O)Nc1ccsc1C(=O)OC	14%	3%	-22%	-2%	4%	-3%	-7%	-7%	-8
O=C(Nc1ccc2c(c1)OCCO2)c1ccc(Br)s1	-8%	3%	-18%	-11%	-6%	-4%	?	-6%	0
CCOC(=O)c1c(-c2ccco2)csc1NC(=O)COC(=O)c1cnc(C)cn1	?	.	?	.	12%	-45%	?	25µM*	0
OC(CNCc1ccc(F)cc1)(c1ccc(F)cc1)c1ccc(F)cc1	20%	-4%	-7%	-17%	-4%	-4%	-5%	-21%	0
Cc1cc(C(=O)NNS(=O)(=O)c2cc(C(=O)O)ccc2Cl)c(C)n1-c1ccccc1	-33%	.	?	.	13%	-34%	-28%	22µM*	2
CC1(C)C(=O)Nc2ccccc2N1C(=O)COC(=O)c1cc(Cl)cc(Cl)c1	4%	.	-6%	.	-1%	-39%	0%	-16%	-4
CCN(CC)C(=O)CSc1nnc(-c2cc(-c3ccc(Cl)cc3)nc3ccccc23)o1	9%	-22%	-18%	-5%	-1%	-1%	-18%	-4%	-2
O=Cc1ccc(-n2cncn2)cc1	-7%	3%	-4%	2%	-4%	?	2%	-8%	-6
COc1cc(C(C[N+](=O)[O-])c2c(-c3ccccc3)cc3ccccn23)cc(OC)c1OC (centres undefined)	?	1%	-12%	?	-3%	-1%	?	-12%	0
CCN(CC(=O)NCc1ccc(Cl)cc1)C(=O)Cc1ccccc1[N+](=O)[O-]	-21%	29%	-12%	-8%	8%	23%	0%	-6%	-5
CC1(C)CC(=O)C(C(C2=C(O)CC(C)(C)CC2=O)c2cccnc2)C(=O)C1 (centres undefined)	-21%	?	0%	-12%	2%	-2%	0%	-1%	2
COc1ccc(CCNC(=O)C2CC3Cn4c(nc5cc(C)c(C)cc54)C3N2C)cc1 (centres undefined)	-8%	1%	6%	-8%	-2%	16%	-7%	-7%	3
CCOC(=O)c1sc2ncnc(Nc3cccc(C(=O)O)c3)c2c1C	-8%	4%	0%	-1%	-8%	1%	17%	-14%	-3
O=C(COC(=O)c1ccncc1)NCc1ccccc1	-8%	39%	-1%	-8%	-5%	12%	378%[activator]	-12%	1
Cc1ccc2c(C)ccc(O)c2n1	20%	19%	-4%	-5%	-4%	3%	5%	7%	11
CCc1ccccc1NC(=O)/C(=C/c1ccco1)c1ccccc1	-30%	-1%	-12%	?	8%	9%	?	?	-2
Cc1ccc(N2C(=O)C(Cl)=C(N3CCN(C)CC3)C2=O)c(C)c1	?	-26%	-8%	-4%	5%	2%	?	?	-2
Cc1cc(C)n(CC(O)Cn2c(C)c(C)c3ccccc32)n1 (centres undefined)	-16%	21%	-10%	-16%	2%	0%	?	-18%	-10
Cc1cc(=O)n2c(sc3ccccc32)c1C#N	5%	30%	2%	-1%	-3%	12%	1%	-3%	-2
COC(=O)C1=C(C)NC(=O)C1(NC(=O)c1ccncc1)C(F)(F)F (centres undefined)	?	-11%	-6%	-1%	7%	-6%	0%	-19%	-6
COc1cccc(/C=N\NC(=O)C2=NNC(=O)C2C)c1O (centres undefined)	2%	-1%	-3%	4%	-5%	-5%	4%	-25%	9
CC(C)(C)C(=O)Nc1cccc(S(=O)(=O)NC2=NCCC2)c1	21%	.	0%	.	-8%	-3%	19%	0%	-13
Nc1ccc(N2CCOCC2)cc1C(F)(F)F	13%	-10%	-12%	-12%	-5%	0%	40%[activator]	-11%	-3
COc1ccccc1N1CCN(/N=C/c2cccc(Cl)c2)CC1	4%	6%	-9%	6%	11%	7%	-5%	-10%	-5
O=S(=O)(c1ccccc1)c1nnn2c1nc(Nc1ccccc1)c1cc(Cl)ccc12	-11%	23%	0%	-5%	-6%	.	-15%	-14%	-3
COc1cccc(NC(=O)CCCN2C(=O)C3CC=CCC3C2=O)c1 (centres undefined)	-30%	59%	-1%	-11%	6%	-1%	9%	-18%	-3

Reprinted from the part before: 3 entries; new compounds follow.
SMILES	RGS4 inhibitor	POLB inh	POLK inh	Anesthetic bind	ERG-DNA inh	APE1 inh	ALOX12 inh	Pol eta inh	LDHA block
COc1ccccc1N1CCN(/N=C/c2cccc(Cl)c2)CC1	4%	6%	-9%	6%	11%	7%	-5%	-10%	-5
O=S(=O)(c1ccccc1)c1nnn2c1nc(Nc1ccccc1)c1cc(Cl)ccc12	-11%	23%	0%	-5%	-6%	.	-15%	-14%	-3
COc1cccc(NC(=O)CCCN2C(=O)C3CC=CCC3C2=O)c1 (centres undefined)	-30%	59%	-1%	-11%	6%	-1%	9%	-18%	-3
Oc1ccc(-c2csc(Nc3ccccn3)n2)cc1	-35%	-23%	-11%	-20%	-4%	28%	-4%	-28%	2
Cc1nc(SCC(=O)N2CCOCC2)c2c3c(sc2n1)CCC3	-19%	.	-4%	.	6%	5%	7%	-12%	6
CCOC(=O)c1c(Nc2ccc(C)cc2)nnc(-c2ccccc2)c1-c1ccccc1	1%	13%	-7%	-18%	1%	.	-19%	-21%	-4
Cc1ccc(C2CC(c3cccc(C)c3)n3nc(N)nc3N2)cc1 (centres undefined)	-27%	1%	9%	-9%	7%	-11%	118%[activator]	-10%	2
CCOc1cc(CNn2c(C)nnc2SCC(=O)NC(C)(C)C)ccc1OCC(=O)NC(C)(C)C	-23%	28%	0%	-15%	5%	16%	2%	-8%	0
CN1CCN(c2ccc(S(=O)(=O)N3CCCCC3)cc2NC(=O)c2ccc3ccccc3c2)CC1	-3%	17%	-12%	-15%	.	13%	?	-15%	-6
CC1=CC(=O)C(C(C)C)=C/C1=N/OS(=O)(=O)c1ccccc1	-49%	27%	-16%	-11%	4%	0%	-20%	-2%	15
